High-throughput results (PubChem)
GSTO1 counter – blocks human GSTO1 in RBBP9 counter-screen; recombinant GSTO1, activity-based probe fluorescence polarization; inhibition, % at 5.96 µM; 300,000 compounds, 1.1% hits; AID 1974;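 active = inhibition above the campaign mean inhibition plus 3 SD, cut at about 35% in these data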;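 also: 0% = GSTO1-1 with DMSO and 100% = wells lacking GSTO1-1 enzyme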
PAFAH1B2 inh – inhibitors of human PAFAH1B2; P68402; recombinant PAFAH1B2, FP-rhodamine activity probe, fluorescence polarization; inhibition, % at 3.39 µM; 340,000 compounds, 1.2% hits; AID 492953;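 active = inhibition above the mean of all tested compounds plus 3 SD, cut at about 24% in these data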;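 also: 0% = enzyme with DMSO and 100% = wells lacking PAFAH1B2; many of its hits are not listed in these tables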
LYPLA2 counter – counter-screen for PME1 inhibitors: inhibitors of human LYPLA2. O95372. recombinant LYPLA2, FP-Rh probe fluorescence polarization. inhibition, % at 5.9 µM. 320,000 compounds, 0.38% hits. AID 2177;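 active = inhibition above the screen-wide mean plus 3 SD, limit set per campaign, cut at about 26% in these data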;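 also: 0% = LYPLA2 with DMSO and 100% = wells lacking LYPLA2 enzyme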
Target sequence (O95372 whole entry, looked up): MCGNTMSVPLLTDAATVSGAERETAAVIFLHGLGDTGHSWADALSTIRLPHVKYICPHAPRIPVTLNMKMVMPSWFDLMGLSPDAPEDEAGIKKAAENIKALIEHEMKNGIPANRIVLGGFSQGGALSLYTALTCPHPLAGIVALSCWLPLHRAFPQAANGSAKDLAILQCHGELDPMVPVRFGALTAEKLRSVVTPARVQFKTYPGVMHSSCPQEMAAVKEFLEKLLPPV
pPAFAH inh – pPAFAH (human) enzyme inhibition | inhibition, % at 3.39 µM | 330,000 compounds, 1.5% hits | recombinant pPAFAH, FP-rhodamine probe fluorescence polarization | Q13093;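 active = inhibition above the mean inhibition across the screen plus 3 SD, cut at about 25% in these data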;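 also: inhibitors block binding of the rhodamine activity-based probe so polarization drops; 0% = enzyme with DMSO and 100% = wells lacking pPAFAH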
Target sequence (Q13093 whole entry, looked up): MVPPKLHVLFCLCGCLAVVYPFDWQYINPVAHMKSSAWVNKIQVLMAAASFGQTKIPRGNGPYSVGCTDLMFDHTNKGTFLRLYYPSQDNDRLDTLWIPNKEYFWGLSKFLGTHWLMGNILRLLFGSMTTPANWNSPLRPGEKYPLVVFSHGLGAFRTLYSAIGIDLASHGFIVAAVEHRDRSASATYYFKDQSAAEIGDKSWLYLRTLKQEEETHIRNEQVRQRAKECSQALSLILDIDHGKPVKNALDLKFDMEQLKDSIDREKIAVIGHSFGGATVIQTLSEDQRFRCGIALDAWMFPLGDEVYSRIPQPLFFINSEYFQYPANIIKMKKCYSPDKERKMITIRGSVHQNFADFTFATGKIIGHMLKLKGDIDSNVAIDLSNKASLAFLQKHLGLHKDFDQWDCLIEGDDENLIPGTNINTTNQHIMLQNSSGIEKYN
PAFAH2 inh – PAFAH2 (human) inhibition; recombinant PAFAH2, FP-rhodamine activity probe, fluorescence polarization; inhibition, % at 3.39 µM; 340,000 compounds, 0.99% hits; AID 492956;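 active = inhibition above the mean over all tested compounds plus 3 SD, cut at about 30% in these data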;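 also: inhibitors block probe labeling of enzyme so polarization drops; 0% = enzyme with DMSO and 100% = wells lacking PAFAH2 protein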
PAFAH1B3 FP inh – blocks human PAF acetylhydrolase 1B catalytic subunit 3 | recombinant PAFAH1B3, FP-rhodamine probe, fluorescence polarization | Q15102 | 340,000 compounds, 0.28% hits | inhibition, % at 3.39 µM;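 active = inhibition above the screen-wide average of all tested compounds plus 3 SD, cut at about 25% in these data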;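 also: 0% = enzyme with DMSO only and 100% = wells lacking PAFAH1B3 protein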
LYPLA1 counter – counter-screen for PME1 inhibitors: inhibitors of human LYPLA1; O75608; recombinant LYPLA1, FP-Rh probe fluorescence polarization; inhibition, % at 5.9 µM; 320,000 compounds, 0.16% hits;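 active = inhibition above the mean of all tested compounds plus 3 SD, set per campaign, cut at about 14% in these data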;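 also: inhibitors block serine hydrolase probe labeling of LYPLA1 so polarization falls; 0% = enzyme with DMSO and 100% = wells lacking LYPLA1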
Target sequence (O75608 whole entry, looked up): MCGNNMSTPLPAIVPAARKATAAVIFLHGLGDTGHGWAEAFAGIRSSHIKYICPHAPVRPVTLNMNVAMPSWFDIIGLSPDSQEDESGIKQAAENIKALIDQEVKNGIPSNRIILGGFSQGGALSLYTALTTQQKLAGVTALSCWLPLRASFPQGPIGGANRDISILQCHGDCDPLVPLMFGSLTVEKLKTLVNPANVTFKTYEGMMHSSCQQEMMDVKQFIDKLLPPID
PME-1 primary – blocks human protein phosphatase methylesterase 1; recombinant PME-1, FP-Rh probe fluorescence polarization; inhibition, % at 5.9 µM; 320,000 compounds, 0.53% hits; AID 2130;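 active = inhibition above the campaign mean of all compounds plus 3 SD, cut at about 26% in these data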;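 also: competitive labeling of PME-1 active site by serine hydrolase directed probe; 0% = PME-1 with DMSO and 100% = wells lacking PME-1 enzyme; inhibitors block probe labeling so polarization falls and inhibition rises; many of its hits are not listed in these tables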
PAD4 inh – blocks human protein arginine deiminase 4. Q9UM07. recombinant PAD4, RCA probe fluorescence polarization. inhibition, % at 6.36 µM. 330,000 compounds, 0.41% hits. AID 485272;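 active = percent inhibition above a cutoff equal to the mean of all tested compounds plus 3 SD, cut at about 15% in these data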;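 also: 0% = PAD4 with RCA probe and DMSO and 100% = probe without PAD4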
* hit, by the source's call; / = no result given.

SMILES | GSTO1 counter | PAFAH1B2 inh | LYPLA2 counter | pPAFAH inh | PAFAH2 inh | PAFAH1B3 FP inh | LYPLA1 counter | PME-1 primary | PAD4 inh
CCCC(=O)N1CCCC(c2nc(-c3cccc(OC)c3)no2)C1 (configuration not stated) | 11 | 7 | 2 | 7 | 5 | 6 | 0 | 7 | 2
CCNC(=O)c1ccc(NC(=O)CC2SC(N3CCCC3)=NC2=O)cc1 (configuration not stated) | 7 | 3 | -1 | 2 | -3 | 3 | 1 | 0 | -2
CC(C)C(NC(=O)Cc1ccccc1)C(=O)N1CCN(c2cccc(Cl)c2)CC1 (configuration not stated) | / | 6 | 5 | 6 | 3 | 7 | 4 | 2 | 2
O=C(O)CCC(=O)N1CCN(c2nc3ccccc3s2)CC1 | 2 | -1 | 2 | 3 | -10 | 3 | -1 | 0 | 2
CCCCC1(C)OC(=O)C(=Cc2ccc(N(CC)CC)cc2)C(=O)O1 (configuration not stated) | -19 | -8 | -46 | -8 | -5 | -14 | -28 | -41 | -2
CCCCNC(=O)c1cc2cccc([N+](=O)[O-])c2[nH]1 | 13 | 6 | -1 | -1 | 6 | 1 | -8 | 4 | 4
Cc1ccc(CNC(=O)CCNC(=O)N2CCn3c2nc2ccccc23)cc1 | 4 | 3 | -4 | 0 | 7 | 4 | 2 | 1 | 4
NC(=O)/C(N=Nc1ccccc1)=N/Nc1ccccc1 | 22 | 0 | -2 | 5 | 5 | -1 | 3 | 3 | -8
COC(=O)Cn1cnc2sc(C)c(S(=O)(=O)N3CCN(c4ccccc4OC)CC3)c2c1=O | 3 | 2 | -2 | 2 | -2 | 13 | -3 | -3 | 5
CSc1ccc(C(=O)C2CCCN(C(=O)c3cc4cc(F)ccc4[nH]3)C2)cc1 (configuration not stated) | -5 | 6 | 36* | -5 | 2 | 5 | 13 | -3 | 0
C=CCN(CC=C)CCCOc1ccc(C)cc1OC | -6 | 2 | -3 | -3 | 1 | -3 | 0 | -7 | 6
CSCCC1(C(=O)O)NC(c2ccccc2O)C2C(=O)N(C(C)C)C(=O)C21 (configuration not stated) | 2 | 3 | -4 | 1 | -3 | 0 | 0 | 0 | 0
COc1ccc(/C=N/c2c(-c3ccco3)nc3ccccn23)cc1OC | 5 | 12 | 9 | 18 | -2 | 14 | 5 | 4 | 10
O=C(Nc1ccc2nn(-c3ccccc3)nc2c1)c1ccc(Br)o1 | -11 | -2 | -22 | -1 | -14 | -28 | -9 | -33 | -3
Cc1cc(NS(=O)(=O)c2ccc(NC(=S)NC(=O)c3ccc(F)cc3Cl)cc2)no1 | -12 | 2 | 3 | 1 | 4 | 6 | 0 | 4 | -3
Cc1ccc(Sc2ncnc3onc(C)c23)cc1 | 3 | 4 | 5 | 4 | 6 | 1 | 4 | 3 | 3
COc1ccc(C(C)=O)cc1CN1C(=O)NC(c2ccccc2)(c2ccccc2)C1=O | 3 | -1 | 3 | 7 | -1 | -5 | 1 | 10 | 1
O=C1CC2(CCN(C(=O)c3cccc(Cl)c3)CC2)Oc2ccccc21 | 1 | 2 | 2 | 2 | 0 | 2 | 0 | 3 | -6
CCCCn1c(N)c(N(CC)C(=O)c2cnc(C)cn2)c(=O)[nH]c1=O | / | 1 | 6 | 1 | 6 | 4 | 1 | -5 | -4
COc1ccccc1NC(=O)CSc1ncc(CO)n1Cc1ccc(F)cc1 | -7 | -7 | -2 | 3 | 0 | 2 | -1 | 6 | 2
O=C(COC(=O)c1ccc2ccccc2n1)NC1CCCCC1 | / | -1 | 4 | 14 | 3 | 2 | -2 | -1 | 1
CC(C)(C)NC(=O)C(c1cccs1)N(C(=O)c1csnn1)c1ccccc1F (configuration not stated) | 4 | 3 | 0 | 2 | 2 | 7 | -3 | 5 | 2
Cc1c(Cl)cnc(NC(=O)CSc2nncs2)c1Cl | 1 | -3 | 3 | 4 | 15 | 5 | 0 | 1 | 0
Cc1ccc(-n2c(SCc3nnc4n3CCC4)nnc2-c2ccccc2)cc1 | 6 | 5 | -2 | 2 | 2 | -1 | 1 | -1 | 5
C=CCNC(=O)c1ccc(NC(=O)C2=CSCCO2)cc1 | -3 | 1 | 4 | 1 | -2 | 6 | 1 | 2 | -3
COc1ccc(S(=O)(=O)N(CC(=O)N/N=C/c2ccc(C(=O)O)cc2)Cc2ccccc2)cc1OC | 1 | 5 | -2 | -1 | -16 | 1 | -3 | -6 | 0
COc1ccc(NC(=O)C2CCCN(C(=O)c3ccc(Cl)cc3)C2)cc1Cl (configuration not stated) | / | 5 | 4 | 1 | -1 | 5 | -3 | 0 | 0
CC(C)c1ccc(C(=O)OCC(=O)c2c(N)n(C)c(=O)n(C)c2=O)cc1 | / | 2 | / | -3 | -3 | -5 | / | / | -1
O=[N+]([O-])c1ccc(CN2C=NS(=O)(=O)c3ccccc32)cc1 | 3 | 3 | 7 | 10 | -1 | 6 | 1 | 6 | -2
O=C(NC1CCCC1)C1c2ccccc2C(=O)N1CCCN1CCOCC1 (configuration not stated) | 5 | 3 | 4 | 1 | -2 | 4 | 1 | 0 | -2
COc1ccc2c(c1)[nH]c1c(=O)n(CC3CCCO3)cnc12 (configuration not stated) | 0 | 1 | 15 | 3 | -1 | 11 | 4 | -1 | 2
CC1(CO)COC(c2ccccc2)=N1 (configuration not stated) | 2 | 0 | 3 | 1 | 7 | 0 | 4 | 6 | 2
Cc1c(C(=O)OCC(=O)NCc2ccc3c(c2)OCO3)cccc1[N+](=O)[O-] | 13 | 3 | 3 | 4 | 0 | 3 | -2 | -9 | 1
O=C(O)CCc1nc(-c2cccs2)no1 | 4 | 0 | -2 | 6 | 3 | 4 | -4 | -1 | -1
N#Cc1cc(-c2ccccc2)nnc1Sc1ccc(Cl)cc1 | 1 | 3 | 7 | 0 | 5 | 6 | 3 | 4 | -3
O=C(N=C1SC2CS(=O)(=O)CC2N1c1cccc(F)c1)C1CC1 (configuration not stated) | 5 | -2 | 0 | -1 | -8 | 4 | -2 | 1 | 3
C1CCCCCC(=NNc2nn[nH]n2)CCCCC1 | 10 | 23 | -6 | -5 | -2 | 2 | 1 | -10 | 4
CCc1c(C)nc2nc(SCc3ccccc3Cl)[nH]n2c1=O | -19 | 4 | -7 | 2 | 19 | -3 | -5 | 1 | -7
Cc1nnc(SCc2ccccn2)n(N)c1=O | 6 | 1 | 0 | -4 | -1 | 3 | -4 | 3 | 3
Fc1ccccc1/C=N/n1c(COc2ccccc2)n[nH]c1=S | 2 | 5 | -5 | 0 | 2 | 9 | -2 | -4 | 10
CCc1nnc(NC(=O)c2cccc(C(=O)Nc3nnc(CC)s3)n2)s1 | 14 | 2 | 2 | 0 | 0 | 5 | 1 | -3 | -3
COc1ccc(N=Cc2cc3c(cc2O)OC(N)=C(C#N)C3c2ccccc2)cc1 (configuration not stated) | -1 | -6 | -1 | 17 | -14 | 4 | -8 | -10 | -7
CCC(=O)Oc1ccc(C/C(=N\O)c2ccc(O)cc2O)o1 | 25 | 16 | 4 | 20 | 18 | 27* | 7 | 36* | 3
O=C(O)CCC(C(=O)O)n1c(O)c(C2=c3ccccc3=NC2=O)sc1=S (configuration not stated) | -5 | 1 | 4 | -1 | 3 | 1 | 2 | 6 | -1
CC1(C)CCN(Cc2ccccc2)C1CC#N (configuration not stated) | -1 | -2 | -2 | -3 | 3 | -1 | 1 | -5 | -4
C/C(=N\NC(=O)c1cccc([N+](=O)[O-])c1)c1ccncc1 | 13 | -1 | -5 | 3 | 0 | 8 | -2 | 0 | -5
O=C(C1CCN(C2CC(=O)N(c3cccc(Cl)c3)C2=O)CC1)N1CCCC1 (configuration not stated) | -1 | 2 | -2 | 0 | -5 | 3 | 0 | -7 | -5
CSc1sc(-c2ccnc(SCC(=O)C(C)(C)C)n2)c2c1C(=O)CC(C)(C)C2 | 9 | -1 | -9 | 1 | -7 | 1 | -1 | -6 | -2
Cc1[nH]c2ccc(C(=O)N3CCN(c4ccccc4Cl)CC3)cc2c1C | 2 | 1 | 5 | 9 | 5 | 9 | 13 | 15 | 2
CC(C)NC(=O)CC(=O)N/N=C/c1ccc(Br)cc1 | 1 | -3 | -3 | -4 | -10 | -1 | -1 | -2 | -1
COCCOC(=O)C1=C(C)OC(N)=C(C#N)C1c1cc2cccc(C)c2nc1Cl (configuration not stated) | 1 | 7 | -3 | 4 | -1 | 5 | -1 | -2 | -4
CCN(CC(=O)NCc1ccco1)S(=O)(=O)c1ccc(F)cc1 | 3 | 2 | -2 | 2 | 4 | -6 | -2 | -4 | 1
CC1C/C(=N\NC(=S)NC(C)C)CC(C)(C)C1 (configuration not stated) | 9 | 13 | -2 | 6 | 1 | 0 | 1 | 0 | 3
O=C(NCC(c1ccco1)N1CCCC1)c1cc2cc(Cl)ccc2o1 (configuration not stated) | / | 3 | 7 | 4 | -7 | 4 | -1 | -3 | 0
C/C(=N\NC(=O)c1cc(C)nc2ccccc12)c1cccs1 | 3 | 2 | -2 | 2 | -6 | 1 | 5 | 1 | -4
CCOc1ccc(NC(=O)CN(C)C(=O)Cc2n[nH]c(=O)c3ccccc23)cc1OCC | / | 0 | -1 | 0 | -2 | -4 | 4 | 2 | 2
O=[N+]([O-])c1cnn2cc(Br)cnc12 | 8 | -1 | 9 | 0 | 5 | 0 | 2 | 6 | -4
CC(C)c1ccc(CN2CCC(Oc3ccc(C(=O)N4CCCC4)cc3)CC2)cc1 | -1 | -3 | 2 | 9 | -5 | 2 | -4 | 4 | -5
Cc1cccc(N2CCN(C(=O)c3cc(S(=O)(=O)N4CCOCC4)cn3C)CC2)c1C | -2 | 3 | 7 | 8 | 8 | 5 | 2 | 3 | -3
Cc1ccc(C(=O)Cn2c3[n+](c4ccccc42)CC(O)CS3)cc1 (configuration not stated) | 12 | -4 | 1 | 5 | 3 | 8 | 2 | 0 | 5

Later entries.
SMILES | GSTO1 counter | PAFAH1B2 inh | LYPLA2 counter | pPAFAH inh | PAFAH2 inh | PAFAH1B3 FP inh | LYPLA1 counter | PME-1 primary | PAD4 inh
CN1CCN(NC(=O)CN(C)S(=O)(=O)c2cc(Cl)ccc2Cl)CC1 | -3 | 3 | 9 | -3 | 4 | 1 | 2 | 2 | -1
O=C(CNC(=O)c1ccco1)OCC(=O)c1ccc([N+](=O)[O-])cc1 | 5 | 2 | 0 | 0 | 3 | 10 | 1 | -4 | -3
CCN(CC(=O)Nc1c(F)cccc1F)C(=O)/C=C/c1ccc(Br)s1 | -3 | 0 | -8 | 2 | -5 | 0 | -3 | -3 | -1
O=C(c1ccco1)N1CCN(C(=O)c2ccccc2OCc2ccc(Cl)cc2)CC1 | -4 | 4 | 1 | -1 | -3 | -4 | 2 | 7 | -2
O=S(=O)(Nc1nnc(C2CC2)s1)c1ccccc1 | -5 | 4 | -2 | 5 | -10 | 11 | 1 | -8 | 0

These rows are one share of the data; the hit share may differ from the screen's.
